Compound activity deposited in PubChem BioAssay by Sanford-Burnham Center for Chemical Genomics.
NR3A LBD binder: NR3A (human) ligand-binding domain modulation; NR3A LBD differential scanning fluorimetry, Tm shift; 0% = protein alone, 100% = glycine-bound protein; Tm shift relative to glycine control, % at 25 µM; 340,000 tested, 2.5% active; AID 1259313;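 active = melting temperature shift of at least 10% of the positive control shift, at one fixed dose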
SENP8 block: blocks human SENP8 cleavage of Nedd8 substrate | inhibition, % at 20 µM | 360,000 tested, 0.64% active | Q96LD8 | recombinant SENP8, Nedd8 substrate fluorescence; in the data active = inhibition mostly above about 40%, no sharp cut-off; inactive = mostly below about 27%
Target sequence (Q96LD8 whole entry, looked up): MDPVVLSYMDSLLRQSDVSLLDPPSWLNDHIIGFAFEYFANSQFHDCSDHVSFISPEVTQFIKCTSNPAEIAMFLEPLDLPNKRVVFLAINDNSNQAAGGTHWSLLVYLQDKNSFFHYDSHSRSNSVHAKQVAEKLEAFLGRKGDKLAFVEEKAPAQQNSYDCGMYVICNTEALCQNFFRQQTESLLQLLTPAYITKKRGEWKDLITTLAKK
HKDC1 inhibitor: inhibitors of human hexokinase HKDC1; Q2TB90; AID 493160; recombinant HKDC1, G6PDH/diaphorase resazurin coupled fluorescence; inhibition, % at 20 µM; 340,000 tested, 0.16% active;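 active = inhibition above about 35% when tested at 20 µM, limit read from the data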;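 also: plate controls were DMSO wells with enzyme for no effect and DMSO wells lacking enzyme for full effect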
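Test system: recombinant HKDC1 (HK5) hexokinase enzyme, produced in-house / Doses: 20 µM test compound, 1% DMSO / Timing: 90 min, room temperature / Detection: G6PDH/diaphorase-coupled fluorescence, 1 mM NADP, 100 µM resazurin, 525/613 nm / Control set: DMSO wells with and without enzyme mix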
SENP6 block: blocks the human protease SENP6. Recombinant SENP6 catalytic domain, aminoluciferin luminescence. inhibition, % at 10 µM. 330,000 tested, 1.8% active. AID 2599;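 active = inhibition above about 50% at the single tested dose, limit read from the data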;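 also: plate controls were DMSO wells with enzyme for no effect and DMSO wells lacking enzyme for full effect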
Target sequence (Q9GZR1 628-1112 limits assumed): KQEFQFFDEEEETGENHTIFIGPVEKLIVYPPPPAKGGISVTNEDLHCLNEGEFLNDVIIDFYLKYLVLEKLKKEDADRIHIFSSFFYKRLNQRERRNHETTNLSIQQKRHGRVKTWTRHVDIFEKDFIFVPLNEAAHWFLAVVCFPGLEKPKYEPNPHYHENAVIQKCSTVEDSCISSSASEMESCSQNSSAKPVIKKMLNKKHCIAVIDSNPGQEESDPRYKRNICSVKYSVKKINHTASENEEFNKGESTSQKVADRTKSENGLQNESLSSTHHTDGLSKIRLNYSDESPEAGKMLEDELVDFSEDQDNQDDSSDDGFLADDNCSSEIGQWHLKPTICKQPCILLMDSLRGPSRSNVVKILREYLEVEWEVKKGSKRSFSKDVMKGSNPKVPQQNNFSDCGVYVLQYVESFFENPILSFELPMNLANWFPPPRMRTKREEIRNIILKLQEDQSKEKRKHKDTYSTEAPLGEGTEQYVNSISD
MPTP block: inhibitors of mitochondrial permeability transition pore | isolated mouse mitochondria, Ca2+ swelling absorbance, 30 min | inhibition, % at 10 µM | 360,000 tested, 1.4% active | AID 602449;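 active = inhibition of 50% or more, scaled per plate between neutral and stimulator controls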;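 also: 0% = DMSO wells given calcium and 100% = 1 mM EGTA wells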
PfG6PD inh: PfG6PD (Plasmodium falciparum) enzyme inhibition | PfGluPho enzyme, NADPH resazurin-diaphorase fluorescence | inhibition, % at 20 µM | 350,000 tested, 0.78% active;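 active = inhibition reaching at least a set limit at 20 µM in the primary screen, cut at about 59% in these data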;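 also: 0% = DMSO wells with substrate and 100% = DMSO wells lacking glucose-6-phosphate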
SENP7 block: inhibitors of human SENP7 protease; 330,000 tested, 1.5% active; inhibition, % at 5 µM; recombinant SENP7, Z-RLRGG-aminoluciferin luminescence, 40 min; Q9BQF6;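 active = inhibition above about 50% at the single test dose, limit read from the data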;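 also: plate controls were DMSO with enzyme for no effect and no enzyme buffer wells for full effect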
ATG4B inhibitor: inhibitors of human ATG4B cysteine protease; Q9Y4P1; ATG4B cleavage of LC3-PLA2, NBD-HPC fluorescence, 1 h; inhibition, % at 8.33 µM; 340,000 tested, 0.51% active; AID 504462; in the data active = inhibition above about 40%
Target sequence (Q9Y4P1 whole entry, looked up): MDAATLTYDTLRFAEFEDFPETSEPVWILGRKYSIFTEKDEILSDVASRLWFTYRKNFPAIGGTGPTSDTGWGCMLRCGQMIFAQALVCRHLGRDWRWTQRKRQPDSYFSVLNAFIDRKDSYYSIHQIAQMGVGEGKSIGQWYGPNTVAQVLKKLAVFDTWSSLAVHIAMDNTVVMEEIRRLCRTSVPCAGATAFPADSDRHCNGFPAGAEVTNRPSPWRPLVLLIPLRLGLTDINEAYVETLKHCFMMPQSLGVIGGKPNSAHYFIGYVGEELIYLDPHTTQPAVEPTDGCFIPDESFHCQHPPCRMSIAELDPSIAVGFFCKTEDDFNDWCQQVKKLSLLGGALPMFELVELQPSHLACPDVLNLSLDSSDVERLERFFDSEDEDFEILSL
Active calls of the source: *; nt = no result given; & = joins results of further samples. These rows are one share of the data; the hit share may differ from the screen's.

SMILES	NR3A LBD binder	SENP8 block	HKDC1 inhibitor	SENP6 block	MPTP block	PfG6PD inh	SENP7 block	ATG4B inhibitor
COC(=O)c1ccc(N=C(c2ccccc2)c2c(O)n(C)c(=O)n(C)c2=O)cc1	1	12	-1	-13	6.1	-18	-5	1
C[C@]12CCC3C(CC[C@@H]4C[C@H](O)CC[C@]34C)C1CCC2=O (stereo partly drawn)	-2	12	6	-13	0.4	-8	-3	-1
CC(C)(C)c1ccc(S(=O)(=O)N2CC3CC(C2)c2cccc(=O)n2C3)cc1 (stereo not drawn)	1	1	-11	-20	1.5	1	4	-7
CCOC(=O)C1CCN(/C=C2/C(=O)NC(=O)N(c3cccc(C)c3C)C2=O)CC1	0	10	-6	0	-0.5	0	4	-2
Cc1nc(CCl)cc(=O)[nH]1	0	15	-8	-19	1.5	-8	5	6
CNC(=O)CSP(=S)(OC)OC	-4	3	-3	nt	-1.6	-11	nt	-7
c1ccc(CC2CCCCN2)cc1 (stereo not drawn)	4	-15	-4	-23	1.1	17	0	-1
CCC(=NCCC1=CCCCC1)c1c(O)[nH]c(=O)[nH]c1=O	0	11	-5	7	0.7	12	-7	-4
Cc1ccccc1-n1c(-c2ccc([N+](=O)[O-])cc2)nc2ccccc2c1=O	-5	8	-11	-12	0.2	6	-3	22
COc1ccc(C(O)CNC(C)C)c(F)c1OC (stereo not drawn)	1	11	-2	-18	0.3	-8	-1	-6
CCC1(C(=O)c2ccccc2)C2c3ccccc3OC(=O)C21C(C)=O (stereo not drawn)	-1	27	-1	11	0.6	13	10	-3
Cc1ccc(OP(=O)(NC(C)c2ccccc2)Oc2ccc(C)cc2)cc1 (stereo not drawn)	-2	8	-4	-19	-2.0	14	-3	-4
O=c1[nH]oc2c1CCNC2	-3	10	1	7	-2.7	-16	8	-1
CCN1CCN(Cc2cc(Br)cc(OC)c2O)CC1	-2	16	5	2	1.3	14	4	2
Cc1ccc(-c2nc3ccccc3c(=O)n2-c2ccncc2)cc1	0	-16	-10	-4	0.3	6	6	-4
Cc1nc2cc(C(=O)N3CCC4(CC3)OCCO4)ccc2n1-c1cccc(F)c1	0	14	-8	-13	-0.8	17	1	-4
CCC(COC(=O)c1cc(OC)c(OC)c(OC)c1)(c1ccccc1)N(C)C (stereo not drawn)	-1&-1&1	18&0	0&3&-1	-8&-26	0.0&-2.9	31&21&14	-2&3	4&-1&1
O=C(Nc1ccc(Cl)cc1C(=O)c1ccccc1)c1ccccc1	3	22	2	1	2.0	-6	6	8
Cn1c(O)c(/C=C2\C=Nc3ccc(Br)cc32)c(=O)n(C)c1=O	5	18	5	1	1.8	5	-8	0
O=c1[nH]c(=S)n(C2CC2)c(O)c1C=NCc1cccnc1	1	nt	-4	-34	nt	-2	-10	-4
Nc1ccc2ccc3cccc[n+]3c2c1	5	-75	9	0	0.4	50	0	-17
CCOC(=O)C(O)(c1ccc(N=c2ccccn2C)cc1)C(F)(F)F (stereo not drawn)	-1	23	-1	-24	2.4	-11	8	4
Cc1ccc(C(=O)c2cc(Br)ccc2N)cc1	-2	1	1	-2	1.4	38	-1	-12
COc1ccc(-c2nc3ccccc3c(=O)o2)cc1	-1	9	1	81*	0.9	49	90*	3
OC1/C(=C/c2ccc(C(F)(F)F)cc2)N2CCC1CC2 (stereo not drawn)	0	1	-1	-27	-2.2	-9	-12	10
CCOC(=O)c1c(C)c(C(=O)N2CCC3(CC2)OCCO3)c(C)n1CC	-1	20	-9	-15	0.1	-11	-13	-8
CCOC(=O)c1c(NC(=O)c2c(N)n(CCCOC)c3nc4ccccc4nc23)sc2c1CCCC2	24*	7	-4	-9	1.6	31	-3	-12
COC(=O)C1=C(c2ccc(S(C)(=O)=O)cc2)C[C@@H]2CC[C@H]1N2C(=O)N1CCCCC1	2	6	-5	-2	-0.1	-4	5	2
CN1CCN(Cc2ccccc2C(F)(F)F)CC1	-1	4	-7	-20	0.2	-9	5	-3
COc1cc2c(c(OC)c1OC)-c1ccc(O)c(=O)cc1C(NC(C)=O)CC2 (stereo not drawn)	nt	-41	0	-22	1.1	1	-9	-6
O=C(NC(=S)N1C[C@H]2C[C@H](C1)c1cccc(=O)n1C2)c1ccc(F)cc1	0	2	-6	1	0.4	1	-7	-16
Cc1ccc(NC(=O)c2snnc2C)cc1Cl	0	11	-2	65*	2.6	15	60*	6
O=[N+]([O-])c1ccc(OP(=O)(O)Oc2ccc([N+](=O)[O-])cc2)cc1	0	9	2	nt	1.1	-2	nt	-4
Cc1ccc(OCC(=O)N2CCN(Cc3ccc4c(c3)OCO4)CC2)cc1	0	11	-11	-3	-1.5	-1	-2	-3
CN(C)c1ccc(C=C(C#N)C#N)cc1	5	18	-7	6	0.2	-15	7	10
O=C1NC(=O)C(CCOc2ccccc2)(CCc2ccccc2)C(=O)N1	1	9	-8	nt	-0.3	-7	nt	1
COc1ccc(N2C(=O)/C(=C/C=C/c3ccccc3[N+](=O)[O-])C(=O)NC2=S)cc1	100*	nt	13	9	nt	61*	2	15
c1ccc(Nc2ccc(Nc3ccccc3)cc2)cc1	4	-202	7	-11	2.9	58	-1	3
CCN(C(=O)Oc1ccccc1)c1ccc(C(O)(C(=O)OC)C(F)(F)F)cc1 (stereo not drawn)	-1	16	15	6	2.0	-17	7	-1
COC(=O)C(O)(c1ccc(NC(=O)c2cccs2)cc1)C(F)(F)F (stereo not drawn)	1	2	4	-6	1.7	2	0	-8
CN1CCN(Cc2ccc(Br)s2)CC1	0	9	-4	-8	-0.8	-14	2	0
Cc1cc2c(C(F)(F)F)cc(=O)oc2c2c1NCCC2	-1	-273	-4	-16	1.5	8	2	-5
Clc1ccc(N2CC2c2ccncc2)cc1 (stereo not drawn)	1	6	-6	-16	-0.7	-9	-11	8
CC1CCCC(NC(=O)CNC(=S)N2CC3CC(C2)c2cccc(=O)n2C3)C1C (stereo not drawn)	2	1	-2	-14	-1.6	9	-2	5
CCCCC(=O)N/N=C/c1c(O)n(CCCC)c(=S)[nH]c1=O	-11	0	-9	-41	0.4	-24	-8	-5
CC(C)C(NC(=O)C(C(C)C)N(C)C)C(=O)N(C)C(C(=O)N1CCCC1C(=O)N1CCCC1C(=O)NCc1ccccc1)C(C)C (stereo not drawn)	0	12	-1	nt	-1.1	-5	nt	9
CCCC1COC(Cn2cncn2)(c2ccc(Cl)cc2Cl)O1 (stereo not drawn)	0	8	0	-14	0.3	-1	-1	-8
CC1CCC(C(C)C)C(OC(=O)Cn2c(COc3ccccc3)[n+](C)c3ccccc32)C1 (stereo not drawn)	-3	17	-3	-15	39	-5	5	17

In another format: five of the compounds above
Values in the order: NR3A LBD binder	SENP8 block	HKDC1 inhibitor	SENP6 block	MPTP block	PfG6PD inh	SENP7 block	ATG4B inhibitor
CC1CCC(C(C)C)C(OC(=O)Cn2c(COc3ccccc3)[n+](C)c3ccccc32)C1 (stereo not drawn)
→ -3	17	-3	-15	39	-5	5	17
COc1ccc(N2C(=O)/C(=C/C=C/c3ccccc3[N+](=O)[O-])C(=O)NC2=S)cc1
→ 100*	nt	13	9	nt	61*	2	15
CC1CCCC(NC(=O)CNC(=S)N2CC3CC(C2)c2cccc(=O)n2C3)C1C (stereo not drawn)
→ 2	1	-2	-14	-1.6	9	-2	5
CCCC1COC(Cn2cncn2)(c2ccc(Cl)cc2Cl)O1 (stereo not drawn)
→ 0	8	0	-14	0.3	-1	-1	-8
COC(=O)C(O)(c1ccc(NC(=O)c2cccs2)cc1)C(F)(F)F (stereo not drawn)
→ 1	2	4	-6	1.7	2	0	-8

More entries.
SMILES	NR3A LBD binder	SENP8 block	HKDC1 inhibitor	SENP6 block	MPTP block	PfG6PD inh	SENP7 block	ATG4B inhibitor
CC(NCc1ccccc1C(F)(F)F)C(O)c1ccccc1 (stereo not drawn)	0	11	-2	-13	-0.1	12	5	24
Cc1cc(C)cc(NC2=NCCCS2)c1	-1	6	-1	4	3.7	-12	6	5
CCCc1cc(=O)oc2cc(OCC(=O)N3CCN(Cc4ccc5c(c4)OCO5)CC3)ccc12	-2	-146	8	11	-0.1	-8	-1	-10
CCN1C(=O)C(=Cc2ccc(N3CCOCC3)o2)C(=O)N(CC)C1=S	-1	22	0	10	2.8	-7	-3	0
CC(C)c1ccc(-n2c(O)c(/C=N/NC(=O)c3ccccc3O)c(=O)[nH]c2=S)cc1	-1	-295	-5	0	1.0	-28	-3	-1
CC(C)Sc1nnc([C@@H](N)Cc2ccccc2)o1	-1	18	-7	7	-2.7	-12	7	-1
Cc1cccnc1-n1c(C)nc2ccccc2c1=O	-1	15	-9	0	-1.3	1	-6	-7
CC(C)c1ccc(NC(=O)N2C[C@H]3C[C@@H](C2)c2cccc(=O)n2C3)cc1	0	20	-3	-16	1.2	21	9	-12
CC1CN=C(NC(C)c2ccccc2)S1 (stereo not drawn)	0	21	2	2	-0.8	-4	-7	7
COC(=O)N(c1ccccc1)P1(=S)OCCO1	-4	23	-8	-2	-3.2	48	0	0
CCC(=O)OC1(Cc2ccc(CC)cc2)CC(C)N(C)CC1C (stereo not drawn)	-1	4	-3	-14	-0.5	-12	-5	3
O=C(NP(=O)(N1CC1)N1CC1)c1cc(I)ccc1I	-4	14	5	nt	0.1	-7	nt	5
COc1ccccc1Sc1ccccc1CC(C)N (stereo not drawn)	-3	14	-12	15	0.4	-12	-6	12
O=C(Nc1cccc(C(F)(F)F)c1)OC1CN2CCC1CC2 (stereo not drawn)	-1	18	-4	18	-0.5	2	1	3
C#CCOC(=O)C1=CCCN(C)C1	4	11	-4	11	0.3	-15	-7	4
CC(=O)N1N=C(c2c(O)n(C)c(=O)n(C)c2=O)CC1c1ccccc1 (stereo not drawn)	-1	22	2	-7	1.2	-6	-4	1
COc1ccc(C2=NCC(=S)Nc3ccc(Cl)cc32)cc1OC	0	14	-2	15	-0.4	5	6	-7
Nc1c(C(=O)NCCCc2ccccc2)c2nc3ccccc3nc2n1Cc1cccs1	22*	-285	11	60*	5.6	35	35	-9
CN1C(=O)/C(=C/c2cccn2-c2ccc3ccccc3c2)C(=O)NC1=S	-1	-35	22	-8	4.4	0	2	6
O=P(O)(O)C12CC3CC(CC(C3)C1)C2	2	16	9	-15	-0.2	7	-6	-2
O=c1cccc2n1C[C@H]1C[C@@H]2CN2CCCC[C@@H]12	-1	24	-3	1	-0.4	-21	3	7
Cc1cc(C=C2C(=O)N(C)C(=O)N(C)C2=O)c(C)n1-c1ccccc1	0	-416	15	-9	3.7	8	-1	-1
FC(F)(F)c1cccc(-n2nnnc2C2(N3CCOCC3)CCCCC2)c1	2	19	8	0	-0.9	-1	5	-10
O=[N+]([O-])c1c(Cl)c(Cl)c(Cl)c(Cl)c1Cl	1	4	-1	nt	-1.7	-5	nt	6
CCOC(=O)c1c(-c2ccccc2)oc2ccc(OC(=O)N(C)C)cc12	0	-287	-1	5	1.6	-10	6	-2
COc1ccccc1OCCCn1cc(C(C)=O)c2ccccc21	0	11	-3	4	22	26	0	3
CCC(=O)Nc1ccc(Cl)c(Cl)c1	2	0	-2	nt	-0.4	-7	nt	2
CCOC(=O)c1nc2ccccc2c(=O)n1-c1cccc(C)c1	0	27	-6	2	-5.1	1	6	4
CC(C)Oc1ccc(C2C(C#N)=C(N)Oc3c2c(=O)oc2ccccc32)cc1 (stereo not drawn)	5	-22	-2	-11	5.0	-25	4	8
CCN1CC=C(c2c[nH]c3ccccc23)CC1	5	-24	-2	-7	0.1	-7	-6	-6
Cn1cccc1/C=C1/C(=O)NC(=O)N(C(C)(C)C)C1=O	0	27	0	-9	-0.1	-21	0	7
CN(C)Cc1c[nH]c2ccccc12	-2	41*	-6	-2	-0.8	4	-6	-2
Cc1c(N)c(C)c([N+](=O)[O-])c(C)c1[N+](=O)[O-]	3	5	-5	-5	-0.2	5	9	-4
COc1ccc(N2CCN(C(CNC(=O)Oc3ccccc3)c3cccnc3)CC2)cc1 (stereo not drawn)	0	7	3	8	-0.4	7	71*	-12
